Bioassay records as filed in PubChem.
U2OS ROS induce = inducers of reactive oxygen species in cancer cells; AID 624156; U2OS ROS induction, H2DCF-DA fluorescence; actives 2% (n = 46,000); ROS induction (% of piperlongumine), % at 10 µM; in the data active = ROS induction above about 79%, passing the limit was not always enough; inconclusive = no clear call, values can overlap the other calls;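 also: 0% = DMSO vehicle median and 100% = reference compound median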
* hit, by the source's call; ? = inconclusive. A portion of the library; count on the stated rates, not on these rows.

SMILES | U2OS ROS induce
Cc1ccc(S(=O)(=O)N(C)C[C@@H]2Oc3ccc(NS(=O)(=O)c4cn(C)cn4)cc3CC(=O)N([C@H](C)CO)C[C@H]2C)cc1 | 2
COc1cc(C2c3c(cc(OC)c(O)c3OC)CC(CO)C2CO[C@@H]2O[C@H](CO)[C@@H](O)[C@H](O)[C@H]2O)cc(OC)c1O (some centres undefined) | -1
C[C@@H]1CCCCO[C@@H](CN(C)C(=O)CCCN(C)C)[C@@H](C)CN([C@H](C)CO)C(=O)c2cc(NS(=O)(=O)c3cn(C)cn3)ccc2O1 | 13
COCc1cc(O)c(O)c(O)c1-c1c(COC)cc(O)c(O)c1O | -4
CCCCn1c(SCC(=O)NC2CCCC2)nc2c(sc3ccccc32)c1=O | 0
O=C(Nc1ccccc1SCCS(=O)(=O)c1ccc(Cl)cc1)c1ccccc1Cl | -11
CC(=O)N/C(=C\c1cccs1)C(=O)O | -4
CC(C)NC(=O)N(C)C[C@@H]1Oc2ccc(NS(=O)(=O)c3ccc(Cl)cc3)cc2C(=O)N([C@H](C)CO)C[C@H]1C | -10
CC(OC(=O)c1cccc(Cl)c1)c1ccc[n+](C)c1 (centres undefined) | -11
Cc1cc(C(=O)Nc2cccc3c2O[C@H](CN(C)CC2CCCCC2)[C@H](C)CN([C@@H](C)CO)C3=O)n(C)n1 | -5
COc1ccccc1OCCSc1nc2ccccc2o1 | -22
CCN(CC)CCCn1c(-c2ccc(C)cc2)cn2c3ccccc3nc12 | 44
Cn1c(SCc2cc(F)cc(F)c2)nnc1-c1ccc2nonc2c1 | -3
C[C@H](CO)N1C[C@H](C)[C@H](CN(C)C(=O)Nc2ccccc2)Oc2c(NS(=O)(=O)c3cn(C)cn3)cccc2C1=O | -4
CC(NS(=O)(=O)c1ccccc1)C(=O)Nc1cc(Cl)ccc1Oc1ccccc1 (centres undefined) | 4
O=C(CSC1=Nc2ccccc2C2=NC(Cc3ccccc3)C(=O)N12)c1ccc(F)cc1 (centres undefined) | 1
Cc1nc(N)nc(CSc2ccccc2)n1 | 7
CC1CCCCC1NC(=O)CSc1nnc(N)s1 (centres undefined) | 1
CC(C)NC(=O)Nc1ccc2c(c1)C(=O)N([C@H](C)CO)C[C@@H](C)[C@H](CN(C)Cc1ccccc1)O2 | -21
COc1cc(CNC2CCCC2)cc(I)c1OCC(N)=O | -13

Part of the list above, reformatted:
CC(NS(=O)(=O)c1ccccc1)C(=O)Nc1cc(Cl)ccc1Oc1ccccc1 (centres undefined)
- U2OS ROS induce = 4
O=C(CSC1=Nc2ccccc2C2=NC(Cc3ccccc3)C(=O)N12)c1ccc(F)cc1 (centres undefined)
- U2OS ROS induce = 1

Next entries
SMILES | U2OS ROS induce
COc1ccc(S(=O)(=O)Nc2ccc3c(c2)C(=O)N([C@H](C)CO)C[C@@H](C)[C@@H](CN(C)CC2CC2)O3)cc1 | -7
Cc1cc(C(=O)Nc2cccc3c2O[C@H](CN(C)C(=O)Nc2ccc(F)cc2)[C@@H](C)CN([C@H](C)CO)C3=O)n(C)n1 | 49
CC(C)c1ccc(OCC(=O)Nc2cc(C(=O)O)cc(C(=O)O)c2)cc1 | 34
Cc1ccc(S(=O)(=O)N(C)C[C@@H]2Oc3ccc(NC(=O)Cc4cn(C)c5ccccc45)cc3C(=O)N([C@H](C)CO)C[C@H]2C)cc1 | 38
Cc1cccc(OCC(O)CNC(C)(C)CO)c1C (centres undefined) | 4
C[C@H]1CN([C@@H](C)CO)C(=O)Cc2cc(NC(=O)Nc3ccc(C(F)(F)F)cc3)ccc2O[C@H]1CN(C)Cc1ccccc1 | 2
COc1cc(NC(=O)CN(C)S(=O)(=O)c2ccc(C)cc2)cc(OC)c1 | -6
CCOC(=O)CSc1c(-c2cccs2)[nH]c2ccccc12 | 29
C[C@@H]1CN([C@@H](C)CO)C(=O)Cc2cc(NS(=O)(=O)c3ccccc3)ccc2O[C@@H]1CN(C)C(=O)Nc1cccc2ccccc12 | -3
COc1ccc(S(=O)(=O)N(C)C[C@H]2Oc3c(NS(C)(=O)=O)cccc3C(=O)N([C@H](C)CO)C[C@@H]2C)cc1 | 1
COc1cc(COc2ccc3c4c(c(=O)oc3c2)CCC4)cc(OC)c1OC | 35
O=C(O)c1ccc(COc2ccccc2/C=C2\NC(=O)N(Cc3ccccc3)C2=O)cc1 | 34
CCCCN(CCCC)c1ccc(/C=N/NC(=O)c2ccccn2)cc1 | 6
COc1ccc(NC(=O)Nc2cccc3c2O[C@H](CN(C)Cc2ccc(C(=O)Nc4ccccc4N)cc2)[C@@H](C)CN([C@@H](C)CO)C3=O)cc1 | 44
C[C@@H]1CN([C@@H](C)CO)C(=O)c2cccc(NC(=O)C3CC3)c2O[C@@H]1CN(C)Cc1ccc(C(F)(F)F)cc1 | -6
C[C@H](CO)N1C[C@H](C)[C@@H](CN(C)S(=O)(=O)c2cccs2)Oc2c(NC(=O)Nc3ccc(C(F)(F)F)cc3)cccc2C1=O | 12
C[C@@H]1CN([C@H](C)CO)C(=O)CCCn2nncc2CO[C@@H]1CN(C)C(=O)c1ccncc1 | -26
CCn1c(=S)[nH]c2ccccc21 | -5
CC(C)N(C(=O)c1ccc(-c2nnc(-c3ccccc3)o2)cc1)C(C)C | 5
C[C@H](CO)N1C[C@H](C)[C@H](CN(C)CC2CCCCC2)Oc2c(NC(=O)Nc3ccc(F)cc3)cccc2C1=O | -9
CN1CCN(CC(=O)N2N=C(c3c(-c4ccccc4)c4cc(Cl)ccc4[nH]c3=O)CC2c2ccccc2)CC1 (centres undefined) | 23
COc1cc(-c2oc3cc(O)c(OC)c(O)c3c(=O)c2OC)ccc1O | 10
C[C@@H]1CN([C@H](C)CO)C(=O)Cc2cc(NC(=O)Nc3ccc(F)cc3)ccc2O[C@@H]1CN(C)C(=O)Nc1cccc2ccccc12 | 4
COc1cc(CCc2cc(OC)c(C)cc2OC)c(OC)cc1C | -6
CC(C)NC(=O)[C@@]1(C)c2ccccc2C(=O)N(Cc2ccc(OC(F)(F)F)cc2)[C@H]1c1ccc(CO)cc1 | 11
C[C@H](CO)N1C[C@H](C)[C@@H](CN(C)S(=O)(=O)c2ccc(F)cc2)Oc2c(NC(=O)C3CCCCC3)cccc2C1=O | 1
C[C@@H]1CN([C@H](C)CO)C(=O)c2cc(NC(=O)Cc3ccccc3)ccc2O[C@@H]1CN(C)Cc1ccc(-c2ccccc2)cc1 | 59
COc1ccc(N(C(=O)C2CCCCC2)S(=O)(=O)c2cccc3cccnc23)cc1 | 10
Cc1cc(=O)[nH]c(SCCOc2ccccc2C#N)n1 | 0
C[C@H]1CN([C@@H](C)CO)C(=O)Cc2cc(NS(C)(=O)=O)ccc2O[C@@H]1CN(C)Cc1ccc(C(F)(F)F)cc1 | -4
C[C@@H]1CN([C@H](C)CO)C(=O)c2cc(NC(=O)Cc3cn(C)c4ccccc34)ccc2O[C@@H]1CN(C)Cc1ccc(Oc2ccccc2)cc1 | 26
CC(C)NC(=O)Nc1ccc2c(c1)CC(=O)N([C@@H](C)CO)C[C@H](C)[C@H](CN(C)CC1CCCCC1)O2 | -3
NC(=NC(=O)c1ccc(Cl)cc1)c1ccc(C(F)(F)F)cn1 | 5
COc1ccc(S(=O)(=O)N(C)CC(=O)Nc2cccc(C(C)=O)c2)cc1Cl | -9
C[C@@H]1CN([C@@H](C)CO)C(=O)Cc2cc(NC(=O)CCCCCC(=O)Nc3ccccc3N)ccc2O[C@@H]1CN(C)CC1CCCCC1 | 12
C[C@H]1CN([C@@H](C)CO)C(=O)c2cc(NC(=O)C3CC3)ccc2O[C@@H]1CN(C)C(=O)Nc1ccc(F)cc1 | -8
C[C@H]1CN([C@@H](C)CO)C(=O)c2cc(NS(=O)(=O)c3cn(C)cn3)ccc2O[C@H]1CN(C)Cc1ccc(C(=O)O)cc1 | -9
Cn1c(SCC(=O)Nc2sc3c(c2C#N)CCCC3)nnc1-c1ccc(Cl)cc1Cl | -2
CC(C)NC(=O)Nc1ccc2c(c1)C(=O)N([C@H](C)CO)C[C@@H](C)[C@@H](CN(C)Cc1ccc(C(=O)Nc3ccccc3N)cc1)O2 | 7
COc1cc([C@H]2c3cc(O)c(OC)cc3C[C@@](O)(CO)[C@@H]2CO)ccc1O | -10
O=C(c1cncc(NS(=O)(=O)c2ccc(Cl)cc2)c1)N1CCCc2ccccc21 | 4
C[C@@H]1CN([C@H](C)CO)C(=O)c2cc(NC(=O)CCCN(C)C)ccc2O[C@H]1CN(C)Cc1ccc(Oc2ccccc2)cc1 | -12
O=C(CCCN1C(=O)c2ccccc2C1=O)Nc1cccc(Cl)c1Cl | -7
N#Cc1ccc(-c2ccc(OC(=O)CS(=O)c3ccc(C(F)(F)F)cc3[N+](=O)[O-])cc2)cc1 (centres undefined) | 44
COc1ccccc1N1CCN(CCNC(=O)Nc2cccc(C)c2C)CC1 | -9
COc1ccc(C(=O)Nc2ccccc2)cc1S(=O)(=O)Nc1cc(C)on1 | 6
CCOC(=O)c1c(NC(=O)CSc2nc3ccccc3c(=O)[nH]2)sc2c1CCCC2 | 6
C[C@@H]1CN([C@@H](C)CO)C(=O)c2cc(NC(=O)Cn3cnnn3)ccc2O[C@H]1CN(C)Cc1ccccc1 | -26
C[C@@H]1CN([C@H](C)CO)C(=O)Cc2cc(N(C)C)ccc2O[C@H]1CN(C)Cc1ccccc1 | -5
C[C@H]1CN([C@@H](C)CO)C(=O)c2cc(NS(=O)(=O)c3ccc(Cl)cc3)ccc2O[C@H]1CN(C)S(=O)(=O)c1cccs1 | 14
More records.
SMILES | U2OS ROS induce
COc1ccc(CN(C)C[C@@H]2Oc3c(NS(=O)(=O)c4ccc(C)cc4)cccc3C(=O)N([C@@H](C)CO)C[C@H]2C)cc1 | -8
Cc1ccc(S(=O)(=O)Nc2cccc3c2O[C@H](CN(C)Cc2ccc(C(F)(F)F)cc2)[C@@H](C)CN([C@H](C)CO)C3=O)cc1 | 18
Cc1cc(C)c(S(=O)(=O)NCC(=O)Nc2ccc(F)c(Cl)c2)c(C)c1 | 8
O=C(Oc1ccccc1)c1cccc(COC(=O)c2cc(=O)[nH]c3ccccc23)c1 | 26
C[C@H]1CN([C@@H](C)CO)C(=O)c2cc(NC(=O)Cc3ccccc3)ccc2O[C@@H]1CN(C)C(=O)Nc1cccc2ccccc12 | 65
Cc1ccc(S(=O)(=O)Nc2ccc3c(c2)C(=O)N([C@H](C)CO)C[C@H](C)[C@H](CN(C)C(=O)NC2CCCCC2)O3)cc1 | 9
O=C(/C=C/c1ccccc1)NCCCCNCCCNC(=O)/C=C/c1ccccc1 | 8
Cc1nn(Cc2cccc3ccccc23)c(C)c1NC(=O)C1CC1c1ccccc1 (centres undefined) | 0
Cc1ccc(C(=O)N/C(=C\c2ccccc2)C(=O)Nc2c(C)n(C)n(-c3ccccc3)c2=O)cc1 | 0
CNC(=O)C(C)n1sc2ccccc2c1=O (centres undefined) | -9
COc1ccc(-n2ncc(NC(=O)Nc3ccc4c(c3)OCCCO4)c2C)cc1 | -10
COc1ccccc1S(=O)(=O)N(C)C[C@@H]1OCc2cn(nn2)CCCC(=O)N([C@H](C)CO)C[C@@H]1C | 6
Cc1noc(C)c1NC(=O)Nc1ccc2c(c1)CC(=O)N([C@@H](C)CO)C[C@@H](C)[C@@H](CN(C)CC1CCCCC1)O2 | -3
C[C@H](CO)N1C[C@H](C)[C@H](CN(C)S(=O)(=O)c2ccc(F)cc2)Oc2ccc(NC(=O)C3CCCCC3)cc2CC1=O | -4
C[C@H](CO)N1C[C@H](C)[C@@H](CN(C)Cc2ccncc2)Oc2ccc(NS(=O)(=O)c3cn(C)cn3)cc2C1=O | -7
COc1ccc(-n2c3c(cc(C(N)=O)c2=O)C(=O)CC(C)(C)C3)cc1 | 1
Cc1c(Cl)cccc1NC(=O)c1ccccc1OCC(=O)Nc1ccc2c3c(cccc13)CC2 | -13
C[C@H](CO)N1C[C@H](C)[C@H](CN(C)C(=O)Nc2ccc(C(F)(F)F)cc2)Oc2c(NC(=O)Nc3ccccc3)cccc2C1=O | -9
C[C@@H]1CCCCO[C@@H](CN(C)Cc2ccc3c(c2)OCO3)[C@@H](C)CN([C@H](C)CO)C(=O)c2cc(NC(=O)C3CCCCC3)ccc2O1 | 29
CCN(CC)c1ccc2cc(C(=O)Nc3ccccc3)c(=N)oc2c1 | ?

Exported with tabs: entries from further up
mol	U2OS ROS induce
CCN(CC)c1ccc2cc(C(=O)Nc3ccccc3)c(=N)oc2c1	?
C[C@@H]1CCCCO[C@@H](CN(C)Cc2ccc3c(c2)OCO3)[C@@H](C)CN([C@H](C)CO)C(=O)c2cc(NC(=O)C3CCCCC3)ccc2O1	29
COc1ccc(-n2c3c(cc(C(N)=O)c2=O)C(=O)CC(C)(C)C3)cc1	1

Reformatted in markdown: entries from further up
| canonical_smiles | U2OS ROS induce |
| --- | --- |
| Cc1nc(N)nc(CSc2ccccc2)n1 | 7 |
| CC1CCCCC1NC(=O)CSc1nnc(N)s1 (centres undefined) | 1 |

Later entries.
SMILES | U2OS ROS induce
COc1ccc(-c2nnc(SCC(=O)O)n2-c2ccccc2)cc1 | -2
COc1ccccc1N(CC(=O)N1CCN(C)CC1)S(C)(=O)=O | 11
Cc1noc(C)c1NC(=O)Nc1cccc2c1O[C@@H](CN(C)S(=O)(=O)c1cn(C)cn1)[C@H](C)CN([C@H](C)CO)C2=O | -16
N#Cc1ccc2c(c1)N(CCCN1CCC(O)CC1)c1ccccc1S2 | 0
Cc1ccccc1OCC(=O)Nc1cccc(Oc2ccc3c(c2)C(=O)NC3=O)c1 | 13
C[C@@H]1CN([C@@H](C)CO)C(=O)c2cccc(NC(=O)C3CCCCC3)c2O[C@H]1CN(C)Cc1ccc2c(c1)OCO2 | 3
C[C@H](CO)N1C[C@H](C)[C@@H](CN(C)Cc2ccc(Cl)c(Cl)c2)Oc2c(NC(=O)C3CCCCC3)cccc2C1=O | 26

Individual results from above:
Entry for Cc1noc(C)c1NC(=O)Nc1cccc2c1O[C@@H](CN(C)S(=O)(=O)c1cn(C)cn1)[C@H](C)CN([C@H](C)CO)C2=O under U2OS ROS induce: -16
Entry for Cc1ccccc1OCC(=O)Nc1cccc(Oc2ccc3c(c2)C(=O)NC3=O)c1 under U2OS ROS induce: 13
